Source: PubChem BioAssay (Sanford-Burnham Center for Chemical Genomics)
SENP8 block = SENP8 (human) protease inhibition | Q96LD8 | AID 602440 | recombinant SENP8, Nedd8 substrate fluorescence | 360,000 tested, 0.64% active | inhibition, % at 20 µM; in the data active means inhibition mostly above about 40%, no sharp cut-off; inactive means mostly below about 27%
Target sequence (Q96LD8 whole entry, looked up): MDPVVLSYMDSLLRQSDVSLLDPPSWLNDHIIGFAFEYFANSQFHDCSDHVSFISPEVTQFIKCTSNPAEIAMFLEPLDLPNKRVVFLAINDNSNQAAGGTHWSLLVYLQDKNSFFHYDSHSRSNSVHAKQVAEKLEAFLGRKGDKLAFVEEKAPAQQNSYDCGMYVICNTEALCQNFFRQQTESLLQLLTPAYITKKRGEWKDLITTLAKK
GRIN3A LBD mod = modulators (binders) of human NR3A ligand-binding domain. NR3A LBD differential scanning fluorimetry, Tm shift; 0% = protein alone, 100% = glycine-bound protein. Tm shift relative to glycine control, % at 25 µM. 340,000 tested, 2.5% active;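 active means melting temperature shift of at least 10% of the positive control shift, at one fixed dose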
SENP1 inh = inhibitors of human SENP1 SUMO protease catalytic domain | inhibition, % at 10 µM | Q9P0U3 | AID 624204 | recombinant SENP1 catalytic domain, CyPet-SUMO1-YPet FRET cleavage | 360,000 tested, 0.21% active;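 active means inhibition at least 30% at 10 µM, raw YFP signal under a set limit, fluorescence ratio 0.5 to 1.5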;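 further: 0% = enzyme with DMSO and 100% = no enzyme wells; some results filed as inactive read as strong as hits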
Target sequence (Q9P0U3 419-644 limits assumed): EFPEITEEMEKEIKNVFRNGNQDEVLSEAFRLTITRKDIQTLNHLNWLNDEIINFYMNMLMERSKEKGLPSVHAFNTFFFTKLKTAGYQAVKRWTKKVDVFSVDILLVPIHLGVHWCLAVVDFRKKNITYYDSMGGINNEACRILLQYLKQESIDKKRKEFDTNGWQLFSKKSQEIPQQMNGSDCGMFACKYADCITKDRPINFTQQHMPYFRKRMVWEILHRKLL
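Compound: 10 µM single point, 0.5% DMSO; Test system: hSENP1 catalytic domain, recombinant; Timing: 50 min reaction at room temperature; Technique: FRET, CFP and YFP emission; Control set: no-enzyme wells low, DMSO-plus-enzyme wells high control.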
ATG4B inhibitor = inhibitors of human ATG4B cysteine protease; Q9Y4P1; ATG4B cleavage of LC3-PLA2, NBD-HPC fluorescence, 1 h; inhibition, % at 8.33 µM; 340,000 tested, 0.51% active; AID 504462; in the data active means inhibition above about 40%
SENP6 block = blocks the human protease SENP6 | Q9GZR1 | Recombinant SENP6 catalytic domain, aminoluciferin luminescence | inhibition, % at 10 µM | 330,000 tested, 1.8% active | AID 2599;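 active means inhibition above about 50% at the single tested dose, limit read from the data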;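 further: plate controls were DMSO wells with enzyme for no effect and DMSO wells lacking enzyme for full effect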
PfG6PD inh = PfG6PD (Plasmodium falciparum) enzyme inhibition | 350,000 tested, 0.78% active | inhibition, % at 20 µM | PfGluPho enzyme, NADPH resazurin-diaphorase fluorescence;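 active means inhibition reaching at least a set limit at 20 µM in the primary screen, cut at about 59% in these data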;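 further: 0% = DMSO wells with substrate and 100% = DMSO wells lacking glucose-6-phosphate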
MPTP block = blocks calcium-induced mitochondrial swelling; isolated mouse mitochondria, Ca2+ swelling absorbance, 30 min; inhibition, % at 10 µM; 360,000 tested, 1.4% active;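 active means inhibition of 50% or more, scaled per plate between neutral and stimulator controls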;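 further: 0% = DMSO wells given calcium and 100% = 1 mM EGTA wells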
hIAP activ = increases human intestinal alkaline phosphatase activity | P09923 | AID 2524 | purified human IAP, CDP-Star luminescence, 30 min; active compounds read high; 1 = vehicle-only enzyme, 0 = enzyme-free background | 330,000 tested, 0.16% active | activation factor at 10 µM;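 active means activation factor of the enzyme at least 2-fold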; further: the source names both 10 and 20 µM as test concentration; values of inactives mirror those of a sister screen read the other way
Target sequence (P09923 whole entry, looked up): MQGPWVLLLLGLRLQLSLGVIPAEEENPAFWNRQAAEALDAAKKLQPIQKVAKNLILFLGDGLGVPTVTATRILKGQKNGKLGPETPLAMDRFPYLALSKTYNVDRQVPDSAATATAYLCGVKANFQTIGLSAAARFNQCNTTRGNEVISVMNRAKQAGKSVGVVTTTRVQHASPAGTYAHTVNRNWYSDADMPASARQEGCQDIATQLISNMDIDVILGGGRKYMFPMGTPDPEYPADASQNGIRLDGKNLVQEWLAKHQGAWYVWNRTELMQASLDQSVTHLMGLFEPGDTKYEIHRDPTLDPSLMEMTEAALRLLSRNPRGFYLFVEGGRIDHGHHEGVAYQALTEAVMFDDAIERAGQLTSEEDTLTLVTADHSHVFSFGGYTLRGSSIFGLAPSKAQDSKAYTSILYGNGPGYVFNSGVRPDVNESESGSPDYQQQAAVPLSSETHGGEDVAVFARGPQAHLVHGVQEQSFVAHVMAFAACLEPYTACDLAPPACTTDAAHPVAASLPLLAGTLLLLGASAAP
Starred values were filed as active, the others as inactive; . = not tested or not shown.

smiles	SENP8 block	GRIN3A LBD mod	SENP1 inh	ATG4B inhibitor	SENP6 block	PfG6PD inh	MPTP block	hIAP activ
N#C/C(=C/c1ccc(CNS(=O)(=O)c2ccccc2)o1)C(=O)NCc1ccccc1	-3	-2	-3	16	-5	8	-1.3	1
CCOC(=O)C1=C(C)NC(=O)NC1c1ccc(C)o1 (configuration not stated)	13	2	-10	-13	4	-23	-0.9	1
CCOC(=O)c1c(NC(=O)CSc2ncn[nH]2)sc(C)c1C	15	-1	2	-12	11	6	2.8	1.2
CCOC(=O)C1=C(COC(=O)c2cc(S(=O)(=O)N3CCOCC3)ccc2F)NC(=O)NC1C (configuration not stated)	-2	0	-2	-11	.	-8	0.7	.
O=S(=O)(c1ccc(Cl)cc1)N1CCCN(c2ccc(C(F)(F)F)cn2)CC1	11	-4	-1	4	-21	2	4.4	0.92
CCn1c(CC(=O)Nc2cccc(Cl)c2Cl)nnc1SCCOc1ccc(OC)cc1	3	-1	0	3	30	-3	0.9	0.91
CCn1ncc(Br)c1C(=O)Nc1ccc(OC(F)(F)F)cc1	5	8	2	-11	-36	23	0.5	1.1
CCN(CC)S(=O)(=O)c1ccc(NCc2ccccn2)nc1	19	2	2	3	-16	-19	0.0	1.1
Cn1c(SCC(=O)Nc2ccc3nc(SCC(=O)N4CCCC4)sc3c2)nnc1-c1ccccc1	.	0	.	-4	-17	5	.	0.99
Cc1ccc(NC(=O)c2cc(NC(=O)/C=C\C(=O)O)ccc2N2CCCCC2)cc1	-33	-2	-1	10	.	34	-0.5	.
O=C(N(Cc1ccccc1)c1ccccn1)C12CC3CC(CC(C3)C1)C2	12	1	0	11	-10	-3	3.3	0.84
CCn1nc(C)c(CN2CCc3c([nH]c4ccccc34)C2c2ccc(F)c(OC)c2)c1C (configuration not stated)	-126	-33	-32	12	-2	5	5.0	0.94
N=P(N1CCOCC1)(N1CCOCC1)C12CC3CC(CC(C3)C1)C2	0	1	-2	-10	14	-18	1.9	0.82
CN(CC1CCN(CCc2cccc(C(F)(F)F)c2)CC1)C(=O)c1ccccc1	7	-1	-10	-8	4	6	2.3	0.84
CCOc1ccc(NC(=O)CSc2nncc(=O)[nH]2)cc1	5	-1	3	-2	3	-11	-0.7	0.98
Cc1noc(C)c1CSCC(=O)N(C)CC(=O)Nc1ccc(F)c(F)c1F	1	1	1	-6	-6	-11	-2.2	1.1
CC1(C)CC(=O)C/C(=N/NC(=O)CCCOc2ccc(Cl)cc2Cl)C1	-38	-3	-17	7	-3	8	1.4	1.3
Cc1cc(/C=C(\C#N)C(=O)NCc2ccco2)c(C)n1C1CCCC1	-174	-2	-11	-1	-18	-2	7.3	1
Cc1nc(N2CCCCC2)sc1C(=O)c1ccc(SCCO)c([N+](=O)[O-])c1	22	-9	1	-9	-11	-6	0.7	0.91
CC(CC(=O)O)CC(=O)NNC(=O)c1cccc(Br)c1 (configuration not stated)	12	0	1	-9	7	-6	-1.8	0.96
Cc1ccc(N2C(=O)NC(NS(=O)(=O)c3ccccc3)(C(F)(F)F)C2=O)cc1 (configuration not stated)	2	0	2	-9	-28	-5	0.0	0.93
Cc1cc(S(=O)(=O)Nc2cccc([N+](=O)[O-])c2)c(C)s1	13	0	2	-1	-3	3	1.9	0.86
C[C@H](NC(=O)C1(c2ccccc2)CCN(C(=O)[C@H]2CSCN2C(=O)OC(C)(C)C)CC1)C(=O)O	6	-2	-1	-19	-25	-5	0.2	1.1
O=C(Nc1ccc(S(=O)(=O)Nc2ccccn2)cc1)C(F)(F)F	-126	-3	-3	16	-6	20	3.5	1
COc1ccc(N2CCN(C(=O)C3CCN(S(=O)(=O)N4CCOCC4)CC3)CC2)cc1	27	-2	-1	-7	.	-16	-0.1	.

Remaining list, next part.
smiles	SENP8 block	GRIN3A LBD mod	SENP1 inh	ATG4B inhibitor	SENP6 block	PfG6PD inh	MPTP block	hIAP activ
O=C(c1ccc(-c2nnc(-c3ccccc3)o2)cc1)N1CCCCCC1	14	0	2	-3	96*	1	0.5	1
Cc1cccc(N(C)S(=O)(=O)c2cccc3nsnc23)c1	18	1	1	-9	16	-12	0.4	0.97
CC1CC(C)(C)NC(=S)N1CC(=O)N(C)Cc1ccccc1 (configuration not stated)	16	-5	2	-3	-8	-3	1.1	0.85
CC(C)[C@H](NC(=O)c1ccc(Cl)cc1Cl)C(=O)NNc1cccc(C(=O)O)c1	14	0	1	-5	-4	-9	0.6	1.1
Cc1cccc(N2CC(C(=O)Nc3ccc(S(=O)(=O)N4CCOCC4)cc3)CC2=O)c1 (configuration not stated)	8	0	-1	-11	-5	-11	-0.5	1.2
COc1ccc(C2=NN(C(=O)CCC(=O)O)C(c3ccccc3F)C2)cc1 (configuration not stated)	-30	-1	-3	1	20	-20	-0.1	0.85
COc1ccc(OC)c(-c2nc3ccccc3nc2-c2ccccc2)c1	-98	0	-2	1	-26	11	-2.0	0.92
Cc1ccc(S(=O)(=O)N(CCCN2CCCC2=O)Cc2cc3c(C)ccc(C)c3[nH]c2=O)cc1	-79	-1	1	-9	-3	6	3.5	0.98
O=C1NC2(O)C(=O)c3ccccc3C2(O)N1 (configuration not stated)	8	0	2	7	-3	15	1.8	0.96
CC(C)C(=O)N(c1cc2sc(=O)oc2c2ccccc12)S(=O)(=O)c1cccs1	3	-3	4	-14	8	74*	0.7	1.2
COC(=O)c1cn(NC(=O)C2COc3ccccc3O2)c(=O)c2ccccc12 (configuration not stated)	-14	1	1	-10	-3	-16	-0.4	0.96
COc1cc(C(=O)NCc2nnc(SCC(=O)N3CCCCC3)o2)cc(OC)c1OC	13	0	0	-3	-1	13	-2.9	1.1
CC(C)NC(=O)c1c(O)c2ccccc2[nH]c1=O	-13	0	-2	-6	-4	-7	-1.1	0.86
COc1ccc(-n2c(SC)nc(O)c(Cc3ccccc3)c2=O)cc1	15	1	2	1	-9	5	0.0	0.98
Cc1cccc[n+]1CCCCCCCCCC[n+]1ccccc1C	15	1	0	-1	14	-9	-3.7	0.86
CCN(CC)C(=O)OCc1c(-c2ccccc2)ncc2ccccc12	0	-2	1	-6	14	-5	-1.0	0.89
CCO[C@H]1OC(C(=O)Nc2ccccc2)=C[C@@H](c2csc3ccccc23)[C@@H]1CCCO	11	-15	-1	9	-15	11	0.0	1.2
COc1ccc2c(c1)c1c(n2C(C)=O)C(OC(C)=O)=NCC1	-254	-3	2	2	5	-6	-0.5	0.99
Cc1cccc(NC(=O)CSC(N)=O)c1C	18	2	0	-4	-20	5	-3.9	1.3
COc1ccc(CN2C[C@H](Cc3ccccc3)[C@@H](CC(=O)Nc3ccccc3)C2=O)cc1	.	-9	.	-9	0	7	.	0.86
Nc1nc(-c2cccnc2)nn1C(=O)CCc1ccccc1	8	1	3	-3	2	6	0.8	0.94
CCN(CC)S(=O)(=O)c1ccc(N/N=C(\C)c2ccncc2)c([N+](=O)[O-])c1	31	-23	1	-6	-5	4	1.4	0.8
CN(CC(=O)Nc1ccc(F)cc1)C(=O)CCc1nc2sc3c(c2c(=O)[nH]1)CCCC3	-54	-3	-36	-5	-14	9	-1.5	1.1
O=C(O)c1cc(=S)nc[nH]1	17	-1	1	5	.	1	-0.3	.
CC(=O)c1c(C(C)=O)c(C)n(NC(=O)c2ccc(Cl)cc2)c1C	2	-2	0	-3	-2	-13	1.5	0.85

Reformatted: 2 of the compounds above
> COc1ccc2c(c1)c1c(n2C(C)=O)C(OC(C)=O)=NCC1
  SENP8 block: -254
  GRIN3A LBD mod: -3
  SENP1 inh: 2
  ATG4B inhibitor: 2
  SENP6 block: 5
  PfG6PD inh: -6
  MPTP block: -0.5
  hIAP activ: 0.99
> Cc1cccc(NC(=O)CSC(N)=O)c1C
  SENP8 block: 18
  GRIN3A LBD mod: 2
  SENP1 inh: 0
  ATG4B inhibitor: -4
  SENP6 block: -20
  PfG6PD inh: 5
  MPTP block: -3.9
  hIAP activ: 1.3

Carrying on.
smiles	SENP8 block	GRIN3A LBD mod	SENP1 inh	ATG4B inhibitor	SENP6 block	PfG6PD inh	MPTP block	hIAP activ
CCOC(=O)c1sc2nc(C)cc(C)c2c1N	-289	-2	-27	-1	-9	10	0.7	0.86
COc1cc(N=Nc2c(O)c3ccccc3[nH]c2=O)c(OC)cc1N=Nc1ccccc1	12	4	-1	3	-21	27	3.4	0.99
COc1cccc(/C=C2\SC(=S)N(c3cccnc3)C2=O)c1OC	12	2	5	-5	-36	-12	-4.7	1.1
COC(=O)c1ccc(/C=N\n2c(C)nnc2C)cc1	27	-2	2	1	1	-4	3.6	0.92
COc1ccc(-c2n[nH]c(=S)n2N)c(OC)c1	12	0	1	0	-41	20	-2.8	1.1
Cc1ccc(S(=O)(=O)NNC(=O)c2ccncc2)cc1	1	-1	1	0	-3	-13	4.5	1.4
COc1ccc(OC)c(NC(=O)CSC2=NCCS2)c1	12	-2	-1	-6	5	-12	-1.0	1
CCOC(=O)c1sc(N)c(C(=O)OC)c1C	15	-1	-1	-1	-10	2	-2.5	0.92
Cc1ccc(CC(=O)Nc2ccccc2N2CCOCC2)cc1C	7	-1	-3	-7	4	-9	-2.7	1.1
COc1ccccc1-n1cnc2cc(NCc3cccs3)ccc21	-197	0	-11	9	-25	27	-0.7	1.1
O=C1/C(=C/C=C/c2ccco2)SC(=S)N1c1ccc(O)cc1	46*	3	6	30	-53	32	3.6	1.1
Cn1nnc2c(N3CCCCC3)nccc21	-392	0	2	-17	-7	10	-3.0	1.1
COc1ccc(NC(=O)c2ccccc2Oc2ccccc2)cc1	9	0	1	5	12	0	0.2	1
CCCN(Cc1cc2ccccc2[nH]c1=O)C(=O)c1cccc([N+](=O)[O-])c1	13	-2	5	-4	-16	-6	2.8	0.86
Cc1ccc(CNC(=O)C(=O)NCC2OCCN2C(=O)c2cccs2)cc1 (configuration not stated)	10	15*	1	3	-6	9	2.8	0.81
CSc1nc(Sc2ccccc2Cl)c2ccccc2n1	-146	0	1	-8	-7	6	4.8	0.99
CCSc1nc2cc(OC)c(OC)cc2c(=O)n1CCc1ccccc1	19	7	2	-4	4	16	0.2	1.1
O=c1c2c(-c3ccccc3)csc2ncn1/N=C/c1c2ccccc2cc2ccccc12	20	1	-20	36	6	-8	-1.0	0.72
O=[N+]([O-])c1ccc(N/N=C/c2ccc(O)c(O)c2O)c(S(=O)(=O)N2CCOCC2)c1	90*	23*	7	-5	38	66*	3.0	0.96
Cc1ccc(F)cc1NC(=O)c1cccc(N(C)C)c1	-83	0	-4	6	14	8	2.7	0.89
